Source: PubChem (several laboratories)
GDH-TPI inh – GDH-TPI coupling enzyme inhibitors, primary screen, artefact control for M. tuberculosis FBA inhibitor project, biochemical, absorbance, full deck; GDH-TPI coupled enzyme counterscreen, NADH absorbance; inhibition, % at 4.8 µM; hit rate 1.2% among 360,000; AID 588335, 2011; in the data active = inhibition above about 30%;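 note: 0% = DMSO wells and 100% = wells lacking the enzyme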
FadD28 FP inh – inhibitors of FadD28 bisubstrate probe binding, primary screen, biochemical, fluorescence polarization, single point; inhibition, % at 12.5 µM; hit rate 0.22% among 360,000; Mycobacterium tuberculosis FadD28 fatty-acid-AMP ligase; in the data active = inhibition above about 8.5%, passing the limit was not always enough
UGM FP inh – M. tuberculosis UGM enzyme inhibitors, primary screen, biochemical, fluorescence polarization, single point; UDP-galactopyranose mutase (Mycobacterium tuberculosis (strain ATCC 25618 / H37Rv)), …; purified UGM, fluorescence polarization probe displacement; inhibition, % at 10 µM; hit rate 0.06% among 320,000; AID 504406, 2011; in the data active = inhibition above about 10%, passing the limit was not always enough
FBA Mtb inh – Mtb FBA enzyme inhibitors, primary screen, biochemical, fluorescence, strain H37Rv; Fructose-bisphosphate aldolase (Mycobacterium tuberculosis (strain ATCC 25618 / H37Rv)), …; purified M. tuberculosis FBA, fluorescence read-out; inhibition, % at 1 µM; hit rate 2.3% among 360,000; AID 588726, 2011; in the data active = inhibition above about 27%;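 note: 0% = vehicle and 100% = reference inhibitor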
Y pestis TopoI – Yersinia pestis topoisomerase I inhibitors, primary screen, biochemical, cleavage product accumulation, plate reader, single point. hit rate 0.064% among 360,000. Y. pestis Topo-I cleavage product accumulation. AID 504884, 2011. activity, % at 10 µM; in the data active = activity above about 50%, passing the limit was not always enough; note: inactives centre near 2
PfHsp40 rescue – rescue of yeast from PfHsp40 toxicity, primary screen, S. cerevisiae, ATP luminescence; S. cerevisiae expressing PfHsp40, growth rescue; growth rescue, % at 12.5 µM; hit rate 0.68% among 340,000; AID 504582, 2011; in the data active = growth rescue above about 28%, passing the limit was not always enough;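 note: yeast W303a lacking pdr1 and pdr3 grown in galactose medium; growth measured after three days at 30 °C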
BioA inh – M. tuberculosis BioA enzyme inhibitors, primary screen, biochemical, plate reader, single point, HTS; 7,8-diaminopelargonic acid synthase BioA (Mycobacterium tuberculosis); purified M. tuberculosis BioA enzyme; inhibition, % at 9.99 µM; hit rate 0.096% among 360,000; AID 602481, 2012; in the data active = inhibition above about 40%
BH1578 lux ind – inducers of Vibrio cholerae quorum light production without autoinducers, primary screen, BH1578 luxS cqsA deficient, single point; V. cholerae BH1578 lux reporter, luminescence, 6 h; activation, % at 18.7 µM; hit rate 0.16% among 350,000; AID 588436, 2011; in the data active = activation mostly above about 9.7%, no sharp cut-off; note: not every result past the cut was called active; inactives centre near 0; reference of the scale not given here
TcdB inh – TcdB glycohydrolase inhibitors, primary screen, biochemical, single point, plate reader. TcdB glycohydrolase enzymatic assay. AID 652162, 2013. inhibition, % at 9.99 µM. hit rate 0.24% among 350,000; in the data active = inhibition above about 10%
Target sequence (P18177 whole entry, looked up): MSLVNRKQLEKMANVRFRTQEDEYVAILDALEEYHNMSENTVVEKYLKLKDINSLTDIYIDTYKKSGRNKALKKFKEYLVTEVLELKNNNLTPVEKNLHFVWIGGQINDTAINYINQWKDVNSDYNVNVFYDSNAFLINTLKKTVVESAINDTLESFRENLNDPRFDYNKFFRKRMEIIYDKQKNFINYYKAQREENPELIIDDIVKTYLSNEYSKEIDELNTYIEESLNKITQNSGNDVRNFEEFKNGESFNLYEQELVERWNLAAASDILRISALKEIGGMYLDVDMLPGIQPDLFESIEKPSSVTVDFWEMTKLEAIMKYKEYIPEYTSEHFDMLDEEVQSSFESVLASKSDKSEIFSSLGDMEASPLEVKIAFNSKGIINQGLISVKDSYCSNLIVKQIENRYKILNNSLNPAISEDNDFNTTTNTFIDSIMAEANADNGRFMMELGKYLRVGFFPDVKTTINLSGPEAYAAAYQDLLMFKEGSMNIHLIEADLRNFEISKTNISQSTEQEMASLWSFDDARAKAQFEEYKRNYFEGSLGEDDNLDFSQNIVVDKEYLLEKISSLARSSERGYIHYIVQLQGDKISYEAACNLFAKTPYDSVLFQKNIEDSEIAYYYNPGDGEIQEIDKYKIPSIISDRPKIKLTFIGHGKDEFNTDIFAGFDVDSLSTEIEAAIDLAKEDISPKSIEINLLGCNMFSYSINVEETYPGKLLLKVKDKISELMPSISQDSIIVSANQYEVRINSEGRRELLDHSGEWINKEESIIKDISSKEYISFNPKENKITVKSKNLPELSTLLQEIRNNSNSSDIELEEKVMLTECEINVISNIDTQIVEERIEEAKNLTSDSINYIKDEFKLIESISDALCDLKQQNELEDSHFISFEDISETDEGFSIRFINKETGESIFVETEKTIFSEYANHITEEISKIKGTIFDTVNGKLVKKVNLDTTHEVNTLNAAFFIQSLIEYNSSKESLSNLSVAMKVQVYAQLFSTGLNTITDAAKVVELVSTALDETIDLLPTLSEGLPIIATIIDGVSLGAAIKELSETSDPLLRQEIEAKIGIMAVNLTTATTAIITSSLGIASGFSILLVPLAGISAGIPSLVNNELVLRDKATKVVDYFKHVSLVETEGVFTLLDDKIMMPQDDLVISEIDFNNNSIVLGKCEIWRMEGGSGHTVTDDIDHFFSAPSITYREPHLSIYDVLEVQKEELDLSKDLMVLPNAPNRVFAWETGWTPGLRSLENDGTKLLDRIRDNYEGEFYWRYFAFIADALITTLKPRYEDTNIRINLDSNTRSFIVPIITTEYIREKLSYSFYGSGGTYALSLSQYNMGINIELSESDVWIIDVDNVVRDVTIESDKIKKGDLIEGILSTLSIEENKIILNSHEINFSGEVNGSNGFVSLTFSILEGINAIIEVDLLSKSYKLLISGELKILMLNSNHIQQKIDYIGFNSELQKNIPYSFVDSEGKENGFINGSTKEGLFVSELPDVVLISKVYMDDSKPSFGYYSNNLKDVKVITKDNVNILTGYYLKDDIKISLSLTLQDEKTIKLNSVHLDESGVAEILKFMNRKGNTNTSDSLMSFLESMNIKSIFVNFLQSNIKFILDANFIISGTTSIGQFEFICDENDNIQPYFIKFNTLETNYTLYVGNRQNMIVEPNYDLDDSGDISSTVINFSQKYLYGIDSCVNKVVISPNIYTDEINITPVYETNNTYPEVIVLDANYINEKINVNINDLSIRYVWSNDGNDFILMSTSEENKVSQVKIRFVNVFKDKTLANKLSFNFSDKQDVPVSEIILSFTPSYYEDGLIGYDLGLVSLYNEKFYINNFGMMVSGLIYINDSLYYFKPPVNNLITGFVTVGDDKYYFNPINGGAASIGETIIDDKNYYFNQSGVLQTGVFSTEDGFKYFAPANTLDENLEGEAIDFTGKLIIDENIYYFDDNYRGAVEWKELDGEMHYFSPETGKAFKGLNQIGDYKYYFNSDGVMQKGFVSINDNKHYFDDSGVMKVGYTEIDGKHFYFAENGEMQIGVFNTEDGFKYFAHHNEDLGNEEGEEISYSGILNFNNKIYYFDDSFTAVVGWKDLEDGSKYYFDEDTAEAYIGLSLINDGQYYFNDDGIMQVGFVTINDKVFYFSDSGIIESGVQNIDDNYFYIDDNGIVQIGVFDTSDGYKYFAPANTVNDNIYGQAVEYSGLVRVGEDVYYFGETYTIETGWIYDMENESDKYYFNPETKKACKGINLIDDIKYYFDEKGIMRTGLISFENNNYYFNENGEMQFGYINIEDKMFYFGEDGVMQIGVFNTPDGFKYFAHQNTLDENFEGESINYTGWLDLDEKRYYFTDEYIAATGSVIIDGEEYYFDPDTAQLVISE
* marks the source's active call; other numbers are inactive results; i = inactive; . = no result given; & = joins results of further samples.

SMILES	GDH-TPI inh	FadD28 FP inh	UGM FP inh	FBA Mtb inh	Y pestis TopoI	PfHsp40 rescue	BioA inh	BH1578 lux ind	TcdB inh
CCOc1ccc(CNCCCSc2ncccn2)cc1OC	4	-2.5	0.4	-1	1	-0.9	-2.1	-0.6	-0.7
O=C(COc1ccc(S(=O)(=O)NC2CCCCC2)cc1)NCCC1=CCCCC1	7	-1.2	-1.1	1	25	5.3	0.2	-1.7	.
Cc1ccc(C(=O)OCC(=O)Nc2cccc(S(=O)(=O)NC3=NCCCCC3)c2)c(C)c1	5	-1.7	-0.3	2	-17	-0.7	-0.6	-1.3	-0.4
Cc1ccccc1C(=O)NNC(=O)c1cc(N)cc([N+](=O)[O-])c1	-3	-2.1	0.8	-4	-3	-0.3	0.0	i	.
COc1ccc(Cl)cc1N1C(=O)CC(N2CCc3ccccc32)C1=O (stereo unspecified)	9	0.8	1.6	3	0	43*	-0.5	-5.6	.
CCOC(=O)C1CCCN(C2=C(NS(=O)(=O)c3ccc(Br)cc3)C(=O)c3ccccc3C2=O)C1 (stereo unspecified)	10	-1.4	2.3	-2	10	3.8	1.1	i	0.8
NS(=O)(=O)c1ccc(N2CCCCCC2)c([N+](=O)[O-])c1	7	0.9	-1.3	-1	-1	-0.6	.	0.2	0.8
O=C(C[n+]1cc(-c2ccc(Cl)cc2)n2c1CCC2)Nc1nc(-c2ccccc2)cs1	-14	-4.1	0.4	-1	6	-0.6	.	0.6	1.7
CC(OC(=O)/C=C/c1ccc2ccccc2n1)C(=O)NCc1ccccc1 (stereo unspecified)	9	-2.4	3.5	1	7	0.4	-1.5	i	-1.0
COc1ccc(OCCSc2nnc(-c3ccccc3)n2N)cc1	5	-1.4	-1.5	-3	8	0.4	0.8	i	.
Cc1nn(C)c(C(=O)Nc2ccn(Cc3c(F)c(F)cc(F)c3F)n2)c1[N+](=O)[O-]	3	0.5	1.4	4	7	1.4	0.6	-12	.
O=c1[nH]c(CCC2CCCC2)nc2ccccc12	-4	-4.3	-1.3	-2	8	-0.6	.	-3.7	.
CN1CCN(C(=O)/C(=C/c2ccccc2F)NC(=O)c2ccccc2)CC1	-3	-1.6	-4.7	1	2	-0.2	-1.2	-10	-7.8
O=C(/C=C/c1ccc(F)cc1)c1ccc(N2CCOCC2)cc1	6	-2.4	2.0	-3	7	0.5	-0.8	-0.5	0.0
COc1ccc(-c2nn(-c3ccccc3)cc2CNC[C@H]2O[C@@H](n3cnc4c(N)ncnc43)[C@H](O)[C@@H]2O)cc1	-6	-2.9	-1.3	-2	4	2.1	-1.5	-3.1	-0.2
CC1CCCC(NC(=O)/C=C/c2c(F)cccc2Cl)C1C (stereo unspecified)	16	-1.5	3.4	-1	0	1.3	-2.8	-0.3	0.9
COC(=O)c1cn(NC(=O)Cn2nc([N+](=O)[O-])c(Cl)c2C)c(=O)c2ccccc12	12	-2.8	0.6	-3	-12	-1.0	-1.0	-0.3	-0.2
Cc1ccc(S(=O)(=O)N(C)C[C@H]2OCc3cn(nn3)CCCC(=O)N([C@H](C)CO)C[C@@H]2C)cc1	9	-1.5	.	-3	-2	.	-0.7&1.4&0.0	-1.1	-1.2&-0.2&0.5
O=C1CC(N2CCN(c3ccccc3Cl)CC2)C(=O)N1c1ccc(F)cc1 (stereo unspecified)	9	-1.4	-1.3	-2	2	1.4	-0.3	-1.9	.
CN(C)c1ccc(-c2nc3n(n2)C(c2cccnc2)C2=C(CC(C)(C)CC2=O)N3)cc1 (stereo unspecified)	3	0.1	1.0	-1	-2	1.1	-3.5	-0.3	.
O=S1(=O)CC(N2CCN(CC3CC3)CC2)CN1Cc1ccc(F)cc1 (stereo unspecified)	.	-3.2	.	-1	.	.	0.8	.	0.3
Cc1cccc(N(C)S(=O)(=O)c2c(C)[nH]c(C)c2C(=O)N2CCCC2)c1	3	-0.2	4.1	1	2	0.2	2.2	i	1.9
CC(=O)N1c2ccc(S(=O)(=O)N3CCCC3)cc2CC1C(=O)Nc1cc(C)cc(C)c1 (stereo unspecified)	-4	-2.7	-1.9	-2	-3	0.5	-1.2	-0.6	3.3
CNC(=O)C1CC(=O)N(c2ccc(OCC(=O)N3CCCC3)cc2)C1 (stereo unspecified)	4	-2.3	-0.8	4	6	-1.1	0.0	-4.0	2.0
O=C1NC(=O)C(CCc2ccccn2)(Cc2cccc(Cl)c2Cl)C(=O)N1c1ccc(Br)cc1 (stereo unspecified)	7	-0.2	0.8	1	12	-1.3	.	i	-0.2
O=C(Nc1ccc2c(c1)OCO2)N1CCC(CO)(CC2CCCCO2)CC1 (stereo unspecified)	7	0.1	2.5	2	-3	-0.2	.	-0.1	1.1
O=c1c(Cc2ccc(Cl)cc2)c(O)ccn1Cc1ccccc1	9	-0.9	2.7	6	-5	0.2	-2.5	-0.3	.
CCNC(=O)C(C)Sc1ccc(Cl)cc1 (stereo unspecified)	7	0.3	-2.0	3	7	-2.7	-1.8	-2.0	.
Cc1ccnc(NS(=O)(=O)c2ccc(NC(=O)CN3C(=O)CCC3=O)cc2)n1	1	-1.3	-1.5	-2	-2	-0.1	-0.2	i	1.0
Cc1cc(C)c2c(N)c(C(=O)c3ccccc3)oc2n1	8	0.4	.	5	-4	2.5	2.0	i	.

Limited to GDH-TPI inh, for some of the entries so far:
smiles | GDH-TPI inh
CCOc1ccc(CNCCCSc2ncccn2)cc1OC | 4
O=C(COc1ccc(S(=O)(=O)NC2CCCCC2)cc1)NCCC1=CCCCC1 | 7
Cc1ccc(C(=O)OCC(=O)Nc2cccc(S(=O)(=O)NC3=NCCCCC3)c2)c(C)c1 | 5
Cc1ccccc1C(=O)NNC(=O)c1cc(N)cc([N+](=O)[O-])c1 | -3
COc1ccc(Cl)cc1N1C(=O)CC(N2CCc3ccccc32)C1=O (stereo unspecified) | 9

Remaining list, next part.
SMILES	GDH-TPI inh	FadD28 FP inh	UGM FP inh	FBA Mtb inh	Y pestis TopoI	PfHsp40 rescue	BioA inh	BH1578 lux ind	TcdB inh
C=CCn1c(=O)c2ccccc2n2c(Sc3nnnn3-c3ccccc3)nnc12	1	0.4	-1.5	5	12	0.4	0.8	-0.4	.
CNC(=O)c1cc(Nc2nnc(-c3ccc(O)cc3)c3ccccc23)ccc1OC	0	-2.1	-1.1	-9	6	-0.3	9.4	i	1.4
CC(=O)c1ccc2c(c1)N(Cc1ccccc1Cl)C(=O)C(C)S2 (stereo unspecified)	16	-1.9	.	2	22	.	0.4	-0.4	1.3
CCc1cccc(C)c1NC(=O)Cn1nc(C)n2cccc2c1=O	0	-2.3	2.0	-2	2	-0.5	-0.4	-1.1	2.0
Brc1cccc(CNCc2ccncc2)c1	6	-1.0	-1.5	1	1	-0.1	-2.6	0.4	-7.4
Cc1cccc(NC(=O)CC2(CC(=O)O)CCCC2)c1	-7	-0.6	0.0	-2	2	0.6	0.7	2.9	0.4
Oc1ccccc1OCCOc1ccccc1OCCOc1ccccc1O	-5	-3.0	1.2	-2	10	1.0	-0.1	-0.5	-0.4
CC(C)(C)c1ccc(C(=O)Nc2c3c(nn2C(C)(C)C)CS(=O)(=O)C3)cc1	4	0.7	-1.6	2	18	-2.5	-1.6	i	-1.0
CCN1CCN(CCNC(=O)c2ccc3c(c2)NC(=O)/C(=C\c2cccc(Cl)c2)S3)CC1	0	-8.3	.	-2	7	.	3.3	0.8	.
CCc1nc(N=Nc2c(O)[nH]c3ccccc23)c2c3c(sc2n1)CCC3	-8	-0.9	-2.2	0	0	1.6	.	i	1.8

Retrieved one by one from above, two records:
SMILES	GDH-TPI inh	FadD28 FP inh	UGM FP inh	FBA Mtb inh	Y pestis TopoI	PfHsp40 rescue	BioA inh	BH1578 lux ind	TcdB inh
CCc1nc(N=Nc2c(O)[nH]c3ccccc23)c2c3c(sc2n1)CCC3	-8	-0.9	-2.2	0	0	1.6	.	i	1.8
CCc1cccc(C)c1NC(=O)Cn1nc(C)n2cccc2c1=O	0	-2.3	2.0	-2	2	-0.5	-0.4	-1.1	2.0

Following part.
SMILES	GDH-TPI inh	FadD28 FP inh	UGM FP inh	FBA Mtb inh	Y pestis TopoI	PfHsp40 rescue	BioA inh	BH1578 lux ind	TcdB inh
CCCc1nnc(SCC(=O)N2CCOCC2)n1CC1CCCO1 (stereo unspecified)	5	-0.1	-0.2	0	4	-1.4	.	i	2.7
Cc1cc(C)nc(SCC(=O)NNS(=O)(=O)c2ccc(C#N)cc2)n1	-4	-1.3	.	-1	3	0.5	.	-1.8	2.1
CC(=O)Nc1ccc(OC(=O)c2ccc(Br)c([N+](=O)[O-])c2)cc1	5	-1.8	-2.1	1	-7	0.1	.	-5.6	0.5
CN(C)S(=O)(=O)c1ccc(NC(=O)CCNC(=O)c2ccc([N+](=O)[O-])cc2)cc1	4	-3.9	0.3	-3	-4	-0.4	.	-0.4	0.4
CN(c1ccc(C(=O)N2CCN(c3ccc(F)cc3)CC2)cc1)S(C)(=O)=O	-11	-2.0	-0.3	9	-9	-1.6	11	-1.5	.
O=C(COC(=O)Cc1ccc(S(=O)(=O)N2CCOCC2)s1)Nc1ccc(F)cc1F	4	-2.6	-1.2	-1	1	0.8	-2.3	i	-0.4
COc1ccc(C(=O)N2CCOCC2)cc1Br	5	-3.4	0.8	-1	-4	0.0	-2.2	i	.
Cc1onc(-c2ccccc2Cl)c1C(=O)Nc1ccccc1N1CCOCC1	-6	-5.4	0.0	-2	7	0.4	-1.6	i	.
CC(=O)c1cccc(NC(=O)CO/N=C2/CCCc3nonc32)c1	-1	-0.2	0.6	0	7	-0.8	.	i	0.7
Cc1cc(C)n(-c2nc(-c3ccc(Cl)c(Cl)c3)cs2)n1	4	-2.4	0.3	0	-10	-1.2	0.5	-9.8	.
Cc1nc(C)c(C(=O)Nc2cccc(Cl)c2)o1	-7	-2.1	0.4	3	-5	-1.0	.	-0.4	.
CCc1nnc(NC(=O)CCn2cnc3ccccc3c2=O)s1	-6	-4.8	-2.1	-5	2	-0.9	.	-0.5	0.8
O=C(c1n[nH]c2ccccc12)N1CCCCC1	-9	-2.9	3.0	7	7	-1.4	-0.2	i	-0.4
CCCCCC(=O)OCCc1c(C)nc2nc[nH]n2c1=O	-7	2.7	0.4	2	1	0.4	-1.3	i	1.2
COc1ccc(S(=O)(=O)N2CCC(C(=O)N[C@@H](C)C(=O)NCc3ccncc3)CC2)cc1	3	-2.2	1.4	1	-5	-1.6	-2.9	-0.3	0.3
CCOC(=O)CN1C(c2ccc(O)cc2)Nc2ccc(Br)cc2C1c1ccccc1 (stereo unspecified)	21	0.2	-1.4	-2	4	1.7	.	-0.3	0.3
Cc1ccc(/C=C2\SC(=S)N(C3CCS(=O)(=O)C3)C2=O)o1 (stereo unspecified)	16	0.1	0.9	-8	-8	5.1	0.0	i	-1.5
CCNC(=O)NC(=O)COC(=O)CNC(=O)COc1ccccc1	2	0.2	-0.2	-6	-6	-1.8	.	-0.1	.
CCC1(C(=O)OC)NC(c2cccc(F)c2)C2C(=O)N(C)C(=O)C21 (stereo unspecified)	2	-2.1	-3.9	1	0	14	-0.3	i	.
CCN(CC)C(=O)C1=C(C)N(CCCN2CCCC2=O)C(=O)C(CC(=O)NC2CCCCC2)C1 (stereo unspecified)	7	0.6	.	2	3	.	-3.3	i	0.1
COc1cccc(NC(=S)NN2C(C)CCCC2C)c1 (stereo unspecified)	-11	-5.6	2.9	2	4	-1.0	-0.1	-0.3	1.4
COc1ccc(N(C(C)C(=O)NN=C2CCCC2)S(C)(=O)=O)cc1 (stereo unspecified)	5	-0.3	-1.0	-2	-3	0.6	.	-0.2	-0.8
NC(=O)c1cnn2c(-c3cccc(C(F)(F)F)c3)ccnc12	10	-1.8	-0.7	10	5	-0.8	-1.4	-0.3	1.5

Compounds were not picked by outcome; about 4.6% have a hit in one of these screens.
